# Screening results as filed in PubChem BioAssay.
# BCR signal inh = qHTS Assay to Find Inhibitors of Chronic Active B-Cell Receptor Signaling; ABC-DLBCL IkBa-CBG/CBR reporter, luminescence ratio, 4 h; Potency, µM (highest dose often 46.1 µM), for the others: at the top dose ratio change, negative = lower green/red ratio, most hits filed as inhibitors; 0.05% of 340,000 active; AID 493014, 2011; active = well fitted inhibition curve with a large enough effect in the signal ratio, with a control signal flat, not every such curve was filed as active; inconclusive = small, poorly fitted or top-dose-only effect, or effect the other way, or a change in a side signal; the % refers to the signal ratio;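 also: potency is read from the fitted curve at half-maximal effect; plate controls were basal doxycycline-induced cells for no effect and cells given 10 µM MG132 for full effect; MG132 reads +100%, hits lower the ratio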
#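 TMD8 ABC-DLBCL cells carrying doxycycline-inducible green luciferase fused to IkappaBalpha plus unfused red luciferase were exposed to compounds (up to 46 uM) for 4 hrs at 37C. Activity came from the overlap-corrected green/red luminescence ratio.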
# Integrin act MD = qHTS for Activators of Integrin-Mediated Alleviation for Muscular Dystrophy; AID 624291, 2012; 0.064% of 350,000 active; Potency, µM (doses to about 38.3 µM), inactives show top-dose activation, actives largely listed as activators; alpha7betagal myoblasts, beta-gal FDG fluorescence, 48 h;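 also: potency is read from the fitted curve at half-maximal effect; 100% = response of the positive control SU9516; nearly all actives have a fitted effect of over 60% in size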
#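 alpha7betagal+/- myoblasts (passage 13, 250/well) treated 48 h at 37C with compounds at 1:260 dilution of DMSO stock. Lysed, then beta-galactosidase activity read as FDG fluorescence (ex 480/em 540) after 30 min, with pre-read for autofluorescence.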
# S-ASM inh = Inhibitors of Secretory Acid Sphingomyelinase (S-ASM): qHTS. 0.006% of 340,000 active. placental ASM, HMU-PC fluorogenic substrate, 60 min. Potency, µM (top dose mostly 57.5 µM), without a hit: at the highest dose activity change, negative = inhibition, most hits filed as inhibitors. AID 504937, 2011. Sphingomyelin phosphodiesterase (Homo sapiens), P17405; also: potency is read from the fitted curve at half-maximal effect
# Target sequence (P17405 47-631 limits assumed): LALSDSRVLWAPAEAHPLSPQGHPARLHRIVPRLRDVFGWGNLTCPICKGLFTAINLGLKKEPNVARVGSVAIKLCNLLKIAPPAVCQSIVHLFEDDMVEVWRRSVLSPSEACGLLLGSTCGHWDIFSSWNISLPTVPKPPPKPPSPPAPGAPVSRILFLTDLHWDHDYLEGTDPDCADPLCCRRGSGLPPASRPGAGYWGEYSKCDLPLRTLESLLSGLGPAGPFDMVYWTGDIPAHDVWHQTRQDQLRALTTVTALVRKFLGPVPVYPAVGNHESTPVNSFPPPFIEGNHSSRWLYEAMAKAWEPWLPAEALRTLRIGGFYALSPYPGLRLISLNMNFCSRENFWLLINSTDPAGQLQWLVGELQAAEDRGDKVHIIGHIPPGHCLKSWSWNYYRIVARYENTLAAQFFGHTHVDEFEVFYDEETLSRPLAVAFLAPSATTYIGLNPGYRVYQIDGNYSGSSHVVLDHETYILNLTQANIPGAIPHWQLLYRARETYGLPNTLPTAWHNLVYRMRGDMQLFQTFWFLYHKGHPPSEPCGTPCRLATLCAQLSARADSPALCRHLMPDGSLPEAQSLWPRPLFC
#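 Fluorescence read-out (Ex 386 nm, Em 447 nm) after stopping the reaction at pH 10. Enzyme: ASM from human placenta; substrate HMU-PC0, 9 uM final; 60 min, 37 °C. Compound preincubation 10 min, ambient temperature.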
# TCR act = Activators of T cell receptors: qHTS campaign | primary human leukocytes, anti-CD3, IL-2 HTRF, 48 h | Potency, µM (highest dose often 9.22 µM), for inactives: at the top dose activation of IL-2 secretion, actives largely listed as activators | 330,000 tested, under 10 active | AID 504894, 2011; also: % of control where 0% means no effect
#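 48 hr co-incubation of compounds, a-CD3 beads and primary human leukocytes; IL-2 quantified homogeneously by HTRF with anti-IL-2 K and d2 conjugates.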
# PTAP TSG101 blk = qHTS Assay for Iinhibitors of HIV-1 Budding by Blocking the Interaction of PTAP/TSG101; Fluorescence polarization, FITC-PTAP peptide / Tsg101 binding; 340,000 tested, under 10 active; Potency, µM (highest dose often 115 µM), without a hit: at the top dose activity change, negative = inhibition, actives largely listed as inhibitors; active = well fitted inhibition curve with a large enough effect in the main read-out, with a control signal flat, not every such curve was filed as active; inconclusive = small, poorly fitted or top-dose-only effect, or effect the other way, or a change in a side signal; inactive = no such curve, though single readings can be large or run the other way; also: potency is read from the fitted curve at half-maximal effect; % of control where 0% means no effect
#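 Fluorescence polarization binding of Tsg101 binding domain (10 uM final) to FITC-labeled PTAP peptide (50 nM final) in HEPES pH 7.5 buffer with NaCl, Tween 20, EDTA, TCEP. Compounds added before peptide; binding 20 min at RT.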
# AT treatment = qHTS Assay for Identifying a Potential Treatment of Ataxia-Telangiectasia; […] A-T fibroblasts, KAP-1 phosphorylation AlphaLISA; neocarzinostatin DNA damage 30 min before lysis; Potency, µM (doses to about 57.5 µM), for the others: top-dose activation, most hits filed as activators; 0.19% of 320,000 active; also: potency is read from the fitted curve at half-maximal effect; % of control where 0% means no effect; nearly all actives have a fitted effect of over 45% in size
#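 ATM-like activity read as KAP-1 phosphorylation via AlphaLISA donor/acceptor antibody pairs after lysis and 6 hr at 25C. Cells were ATM-null patient fibroblasts ([…], hTERT), dosed 60 min, then exposed to the DSB inducer NCS for 30 min.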
# Tb PFK inh = qHTS Assay to Find Inhibitors of T. brucei phosphofructokinase; AID 485367, 2010; Potency, µM (top dose mostly 57.5 µM), without a hit: top-dose activity, negative = inhibition, hits mostly inhibitors; ATP-dependent 6-phosphofructokinase (Trypanosoma brucei brucei), O15648; T. brucei PFK, ADP-Glo luminescence; 0.17% of 330,000 active;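 also: potency is read from the fitted curve at half-maximal effect; 0% = uninhibited 1x PFK enzyme wells and -100% = no-enzyme wells; nearly all actives have a fitted effect of over 60% in size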
# Target sequence (O15648 whole entry, looked up): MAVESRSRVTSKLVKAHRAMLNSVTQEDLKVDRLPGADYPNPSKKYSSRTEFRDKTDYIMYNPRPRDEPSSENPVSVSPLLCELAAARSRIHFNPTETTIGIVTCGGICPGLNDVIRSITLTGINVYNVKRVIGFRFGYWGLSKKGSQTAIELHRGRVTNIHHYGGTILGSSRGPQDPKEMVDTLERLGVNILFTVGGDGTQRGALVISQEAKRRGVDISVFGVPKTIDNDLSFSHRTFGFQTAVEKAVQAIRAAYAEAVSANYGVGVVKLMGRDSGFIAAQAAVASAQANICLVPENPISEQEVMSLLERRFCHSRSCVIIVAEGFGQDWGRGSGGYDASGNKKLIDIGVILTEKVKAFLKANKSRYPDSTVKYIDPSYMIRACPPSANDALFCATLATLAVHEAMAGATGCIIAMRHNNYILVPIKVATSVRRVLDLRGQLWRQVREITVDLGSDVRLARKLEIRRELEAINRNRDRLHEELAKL
#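 1.25 nM PFK with 0.5 mM F6P and 0.1 mM ATP in 0.1 M TEA pH 8.0, 5 mM MgCl2, incubated 45 min at room temperature; ADP measured by ADP-Glo luminescence; compounds titrated up to 57 uM.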
# TSHR antag = Antagonists of the Thyroid Stimulating Hormone Receptor: HTS campaign; Thyrotropin receptor (Homo sapiens), P16473; TSHR-expressing cells, TSH-stimulated cAMP HTRF, 2 h; hits give low values; activity change, negative = inhibition, % at 11.5 µM; 0.2% of 330,000 active; AID 504810, 2011;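 active = activity change below a set negative limit, meaning inhibition stronger than a set level, cut at about -70% in these data; inconclusive = activity change between two set negative limits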; also: % is scaled to controls: 0 for no effect and ±100 for the full control effect
#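 TSHR-expressing cells were treated with compounds, then stimulated with TSH at EC80 (4nM final) for 2 hours at 37 deg C. Cellular cAMP was measured by HTRF competition between lysate cAMP and cAMP-d2 for a cryptate-labelled anti-cAMP antibody.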
# ELG1 DNA repair = qHTS screen for small molecules that inhibit ELG1-dependent DNA repair in human embryonic kidney (HEK293T) cells expressing luciferase-tagged ELG1. HEK293T ELG1-luciferase reporter, luminescence, 16 h; DNA damage induced by 5-fluorouridine. Potency, µM (doses to about 46.1 µM), for the others: top-dose activity change, negative = inhibition, usual class: inhibitors. 2.3% of 330,000 active. AID 504467, 2011; also: potency is read from the fitted curve at half-maximal effect; % is scaled to controls: 0 for no effect and ±100 for the full control effect; nearly all actives have a fitted effect of over 55% in size
#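 Luminescence from the luciferase reporter, measured 30 min after ONE-Glo reagent at room temperature, was the read-out. Beforehand, 2,000 cells per well were exposed for 16 hr at 37 °C to 5-fluorouridine together with compound or vehicle.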
# Eya2 phos inh = qHTS Assay for Inhibitors of the Phosphatase Activity of Eya2. Protein phosphatase EYA2 (Homo sapiens), O00167. recombinant Eya2, OMFP fluorescence dephosphorylation (OMFP is methylfluorescein phosphate). Potency, µM (series often up to 76.9 µM), inactives show top-dose activity, negative = inhibition, most hits filed as inhibitors. 0.006% of 330,000 active. AID 488837, 2010; also: potency is read from the fitted curve at half-maximal effect; % is scaled to controls: 0 for no effect and ±100 for the full control effect
#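 Eya2 protein (added as 0.2 uM solution) was preincubated with compound for 10 min at ambient temperature in 50 mM HEPES pH 7.5, 50 mM NaCl, 5 uM MgCl2, 0.05% BSA, 1 mM DTT. OMFP (added at 50 uM) then reacted 10 min; fluorescence read at 485/525 nm.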
# Mito fusion yeast = qHTS Assay for Small Molecule Inhibitors of Mitochondrial Division or Activators of Mitochondrial Fusion; S. cerevisiae fusion-defective mutant growth rescue, CellTiterGlo 48 h; Potency, µM (series often up to 46.1 µM), for the others: at the top dose growth rescue (activation), hits mostly activators; 0.23% of 320,000 active; AID 485298, 2010;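 also: potency is read from the fitted curve at half-maximal effect; % of control where 0% means no effect; nearly all actives have a fitted effect of over 45% in size; temperature-sensitive fusion mutants such as fzo1-1 at 37 °C on non-fermentable ethanol glycerol medium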
#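 Growth-rescue viability read-out: after 48 h at the non-permissive 37C in glycerol/ethanol YPEG, yeast mitochondrial fusion mutants are measured by CellTiterGlo luminescence; compounds (23 nl pinned per well) restoring growth score as division inhibitors or fusion activators.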
# An asterisk follows results filed as active; ? = inconclusive; . = no result given; [ ] = dose if it differs, or a comment. Unless noted, calls follow the shape of the dose curve; as a rule, active = well fitted curve in the direction sought with a large enough effect; inconclusive = small, poorly fitted or top-dose-only effect, or another doubt; inactive = no such curve, though single readings can be large; an effect the other way counts as inactive or inconclusive. This is a random part of the collection. About 3.2% of those tested had a hit in this group.
SMILES,BCR signal inh,Integrin act MD,S-ASM inh,TCR act,PTAP TSG101 blk,AT treatment,Tb PFK inh,TSHR antag,ELG1 DNA repair,Eya2 phos inh,Mito fusion yeast
CCN(c1ccccc1C)S(=O)(=O)c1nnc(NC(=O)c2ccco2)s1,11%,-24%,0%,-3%,-10%,-7%,-1%,-4,-6%,-13%,-5%
Nc1nc(COc2ccccc2)cs1,?,-3%,0%,-2%,-6%,13%,-7%,-4,?,-2%,0%
CCNc1nc2[nH]c(=O)c3c(c2s1)OC(N)=C(C#N)C3c1ccc(C)cc1 (stereo not drawn),-8%,-19%,-9%,1%,1%,0%,0%,-8,24%,10%,2%
Cc1cccc(-n2c(CNC(=O)Cc3ccccc3)n[nH]c2=S)c1,3%,1%,0%,-4%,1%,-6%,-8%,-3,6%,-6%,10%
CC(C)(C)n1c(O)c2ccc(C(=O)N=NC(=O)c3ccccc3)cc2c1O,1%,1%,.,3%,1%,-1%,0%,-5,13%,5%,2%
CCOC(=O)C1=C(N)Oc2c(c(=O)[nH]c3ccccc23)C1c1ccccc1 (stereo not drawn),?,-40%,4%,1%,-1%,7%,1%,-8,?,21%,-6%
CCOC(=O)C1CCCN(C(=O)c2ccc3c(=O)n(CCOC)c(=S)[nH]c3c2)C1 (stereo not drawn),?,-9%,2%,-5%[46.1 µM],.,1%,-4%,2,8.2µM*,-11%,6%
COc1ccccc1N1CCN(C(=O)/C=C/c2cccc([N+](=O)[O-])c2)CC1,-2%,2%,0%,-1%,-5%,11%,-8%,18,?,?,5%
COCCn1c(SCC(=O)Nc2ccc(OC)c(S(N)(=O)=O)c2)nc2ccccc21,?,-41%,2%,4%,0%,-1%,3%,-4,?,-1%,3%
COC(=O)c1ccccc1Sc1snnc1C,-1%,11%,18%,4%,0%,1%,-2%,2,?,-5%,-5%
CCOC(=O)c1ccc2c(c1)N(C)C(=O)c1ccccc1S2,-9%,-16%,3%,-1%,-1%,2%,0%,-9,-5%,2%,-1%
CCN(C[C@H]1N[C@@](Cc2ccccc2)(C(=O)OC)[C@H]2C(=O)N(Cc3ccccc3)C(=O)[C@@H]12)C(=O)C1CCCCC1,1%,-15%,-1%,-10%,-2%,5%,6%,16,-11%,8%,.
O=c1[nH]n(-c2ccc(F)cc2)c2ncccc12,12%,12%,-1%,-1%,-14%,-6%,3%,9,?,19%,0%
O=C(CC1NC2CCCCC2NC1=O)Nc1ccc2c(c1)OCO2 (stereo not drawn),-1%,2%,4%,-14%,-4%,-3%,-5%,0,10%,-3%,-3%
COc1ccc(CNc2cc(C)ccn2)c(O)c1,?,0%,0%,-5%,-2%,-18%,1%,-3,-1%,-4%,-2%
CCOc1ccccc1NC(=O)CSc1nc2ccccc2nc1N1CCCC1,?,-2%,58%[activator],2%,0%,11%,-4%,-1,-24%,-11%,-4%
O=C(COC(=O)Cc1cccs1)NCc1ccc(F)cc1,-7%,-8%,2%,2%,-1%,3%,2%,6,24%,0%,0%
Cc1ccsc1/C=N/Nc1cccc(C(=O)O)c1,?,-9%,2%,3%,-1%,-2%,1%,20,.,-4%,-1%
Cc1cccc(C)c1NC(=O)CS(=O)CC(=O)NCCCc1ccccc1 (stereo not drawn),-1%,35%,0%,.,-5%,-4%,0%,16,-17%,6%,2%
CCOc1cc(CNCc2ccncc2)cc(Br)c1OCc1ccc(F)cc1,3%,-38%[inhibitor],-3%,-2%,-8%,0%,-4%,-10,-17%,1%,?
CC(=O)c1cc(F)c(N2CCOCC2)cc1C,-25%,9%,2%,2%,-5%,3%,1%,3,22%,13%,0%
Cn1c(-c2ccncc2)nc2ccccc21,-5%,-55%[inhibitor],2%,.,-1%,1%,1%,2,-21%,1%,0%
O=C(NCCc1ccccc1)c1noc2c1CCCCC2,?,8%,-1%,-6%,-6%,-9%,1%,-4,?,0%,9%
Cc1ccc(C(=O)/C=C\Nc2ccc(C)c(C)c2)cc1,-9%,26%,9%,1%[46.1 µM],-1%,3%,0%,9,?,-3%,.
CCc1ccc(-c2cn3nc(C)c(C)nc3n2)cc1,?,15%,.,8%,-7%,0%,8%,19,-1%,6%,1%
# Carrying on:
SMILES,BCR signal inh,Integrin act MD,S-ASM inh,TCR act,PTAP TSG101 blk,AT treatment,Tb PFK inh,TSHR antag,ELG1 DNA repair,Eya2 phos inh,Mito fusion yeast
CCOc1ccc(C2=C(C=C(C#N)C#N)C(c3ccccc3)c3ccccc3O2)cc1 (stereo not drawn),-6%,4%,.,-2%,0%,0%,3%,-12,-6%,-1%,29%
CCOC(=O)c1[nH]c(CSc2nnnn2-c2ccccc2C)c(C(=O)OCC)c1C,7%,39%,-7%,-3%,-3%,0%,-4%,5,?,-33%,0%
COC(=O)C1=CN(c2ccc(F)cc2)C=C(C(=O)OC)C1c1cccc(Br)c1,5%,5%,.,-5%,-8%,13%,-1%,-2,-16%,0%,-8%
COc1cccc(-c2ncc3ccccc3c2COC(=O)c2ccc(C(F)(F)F)cc2)c1,?,-1%,-2%,4%,-1%,6%,-5%,-1,21µM*,13%,-4%
O=C(CN1C(=O)c2cccc3cccc(c23)C1=O)N1CCCCCC1,-15%,-4%,2%,12%,1%,-3%,0%,6,-4%,6%,1%
Cn1nc(C(F)(F)F)c(-c2cccc(C(F)(F)F)c2)c1NC(=O)c1cccnc1,-5%,2%,-2%,-4%,-3%,-6%,1%,0,0%,-10%,17%
O=C(COC(=O)c1cccs1)NCC1CCCO1 (stereo not drawn),4%,-18%,2%,-4%,-1%,4%,0%,6,17%,-13%,-1%
COc1ccc(-c2ccc3c(c2)S(=O)(=O)c2cccc(C(=O)NCc4cccc(OC(F)(F)F)c4)c2C3=O)cc1OC,3%,-11%,-7%,3%,?,-2%,0%,6,?,11%,.
CCOC(=O)N1CCN(c2nc(N(c3ccccc3)c3ccccc3)nc(-n3ccnc3)n2)CC1,1%,.,.,.,.,10µM*,2%,17,0%,-22%,-5%
O=C1COc2ccc(C(=O)COC(=O)c3cnc(Cl)c(Cl)c3)cc2N1,0%,-24%,-6%,4%,-2%,-9%,-7%,-8,8%,-4%,-6%
COC(=O)CC1C(=O)NCCN1C(=O)c1ccc(Cl)cc1 (stereo not drawn),4%,9%,6%,0%,0%,-9%,-10%,12,6%,6%,-2%
CC(Sc1ncc(C(F)(F)F)cc1Cl)C(=O)NCC1CCCO1 (stereo not drawn),-2%,15%,3%,3%,-7%,0%,0%,-8,-19%,-1%,-1%
O=C(COC(=O)c1ccccc1-c1nc2ccccc2s1)NC1CCS(=O)(=O)C1 (stereo not drawn),-8%,-21%,6%,-3%,-1%,-2%,6%,3,-13%,-3%,-3%
Cc1cccc(NC(=O)Cc2ccc(F)cc2)c1,?,25%,-1%,1%,-2%,.,-11%,1,?,13%,2%
